# Assay outcomes as filed in PubChem.
# EBI2 block: EBI2 receptor antagonists, beta-arrestin recruitment, primary screen, cell-based, luminescence, 7a,25-OHC stimulation, uHTS; G-protein coupled receptor 183 (Homo sapiens), P32249; 7a,25-OHC stimulated; inhibition, % at 5 µM; 360,000 compounds, 0.81% hits; in the data active = inhibition above about 38%;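 also: enzyme fragment complementation signal reports receptor beta-arrestin coupling in cells; 0% = agonist plus DMSO wells and 100% = wells without agonist; some results beyond the cut were filed as inactive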
# Gli-Sufu antag: Gli-Sufu pathway antagonists, primary screen, luciferase luminescence, Sufu-KO-LIGHT cells, uHTS; inhibition, % at 5 µM; Sufu-KO-LIGHT fibroblasts, Gli luciferase reporter luminescence; 340,000 compounds, 0.74% hits; AID 588413, 2011;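 active = inhibition above about 55%, limit read from the data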;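 also: 0% = DMSO-treated cells and 100% = wells with medium but no cells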
# SENP8 inh: SENP8 protease inhibitors, primary screen, biochemical, luminescence. Sentrin-specific protease 8 (Homo sapiens), Q96LD8. 330,000 compounds, 1.2% hits. purified SENP8, Z-RLRGG-aminoluciferin cleavage. inhibition, % at 10 µM
# Target sequence (Q96LD8 whole entry, looked up): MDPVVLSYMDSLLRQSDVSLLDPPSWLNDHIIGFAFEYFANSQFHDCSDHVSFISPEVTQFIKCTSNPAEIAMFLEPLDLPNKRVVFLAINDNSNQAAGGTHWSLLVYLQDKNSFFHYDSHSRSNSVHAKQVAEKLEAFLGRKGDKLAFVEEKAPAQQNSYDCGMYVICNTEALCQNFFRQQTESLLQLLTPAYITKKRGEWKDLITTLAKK
# UBC13 polyUb: UBC13 polyubiquitin chain formation inhibitors, primary screen, biochemical, TR-FRET, uHTS; inhibition, % at 20 µM; 330,000 compounds, 0.47% hits; AID 485273, 2010; in the data active = inhibition above about 45%, passing the limit was not always enough
# Target sequence (P61088 whole entry, looked up): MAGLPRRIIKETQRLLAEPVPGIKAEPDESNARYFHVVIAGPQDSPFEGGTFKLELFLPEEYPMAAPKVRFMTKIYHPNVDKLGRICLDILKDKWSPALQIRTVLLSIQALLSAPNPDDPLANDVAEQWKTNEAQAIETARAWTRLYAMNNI
# CCR6 antag: CCR6 receptor antagonists, primary screen, cell-based, CHO-K1, luminescence, beta-arrestin, uHTS; 340,000 compounds, 0.49% hits; CHO-K1 CCR6 PathHunter beta-arrestin, CCL20-stimulated; C-C chemokine receptor type 6 (Homo sapiens), P51684; AID 493098, 2011; inhibition, % at 20 µM;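 active = compounds whose inhibition of the agonist-driven luminescence signal at 20 µM reaches about 50%, limit read from the data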;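 also: cells stimulated with CCL20 at 14 nM final; plate controls were DMSO with CCL20 for no effect and DMSO without agonist for full effect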
# Target sequence (P51684 whole entry, looked up): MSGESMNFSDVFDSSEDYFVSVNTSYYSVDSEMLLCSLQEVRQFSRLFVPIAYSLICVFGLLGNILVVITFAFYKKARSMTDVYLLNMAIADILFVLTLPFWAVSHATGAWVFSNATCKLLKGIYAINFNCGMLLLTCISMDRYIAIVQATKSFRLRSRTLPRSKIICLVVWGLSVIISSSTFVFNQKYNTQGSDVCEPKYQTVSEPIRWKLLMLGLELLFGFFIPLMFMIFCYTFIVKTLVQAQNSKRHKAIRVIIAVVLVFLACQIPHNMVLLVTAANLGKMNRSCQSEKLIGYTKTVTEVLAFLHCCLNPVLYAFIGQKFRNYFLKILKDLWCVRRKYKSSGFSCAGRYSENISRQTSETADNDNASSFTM
# Apaf-1 inh: inhibitors of human Apaf-1 apoptosome, primary screen, biochemical, DEVD-Rh110 fluorescence, uHTS; Apoptotic protease-activating factor 1 (Homo sapiens), O14727; reconstituted apoptosome caspase-3 activity; inhibition, % at 20 µM; 330,000 compounds, 0.71% hits; active = inhibition of at least 40% at 20 µM;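 also: plate controls were DMSO wells for no effect and DEVD-CHO caspase inhibitor wells for full effect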
#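 System – cell-free apoptosome with Apaf-1, procaspase-3 and caspase-9 · Buffer or medium – pH 7.5 Hepes buffer with CHAPS, BSA, DTT · Also added – cytochrome c with DEVD-Rh110 · Times – 30 min compound preincubation, 50 min activation, room temperature · Technique – Rh110 fluorescence intensity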
# 697 NFkB inh: inhibitors of PMA/ionomycin-induced NF-kB reporter, 697 cells, primary screen, B-cell NF-kB inhibitor project, cell-based, luminescence, uHTS; 697 B-cell NF-kB luciferase reporter, 16 h; inhibition, % at 4 µM; 330,000 compounds, 0.33% hits; AID 435022, 2010; in the data active = inhibition above about 35%
# Jurkat NFkB inh: inhibitors of induced NF-kB luciferase reporter, primary screen, TCR NF-kB activation inhibitor project, cell-based, luminescence, uHTS | Jurkat, PMA/ionomycin-induced NF-kB luciferase reporter | inhibition, % at 4 µM | 330,000 compounds, 0.53% hits | AID 435003, 2010
# Numbers without * were called inactive; x = not tested or not shown. Rule as the data show it, unless noted: active = inhibition above about 50%; inactive = the rest. Not all compounds are listed; count on the stated rates, not on these rows.
SMILES,EBI2 block,Gli-Sufu antag,SENP8 inh,UBC13 polyUb,CCR6 antag,Apaf-1 inh,697 NFkB inh,Jurkat NFkB inh
COc1c(S(=O)(=O)Nc2cccnc2)ccc(Cl)c1Cl,-8,1,-4,2,-10,-7,14,5
Cc1ccc(-n2c(-c3ccncc3)n[nH]c2=S)cc1C,-8,10,0,0,5,-11,7,6
CCCCCc1nc2c(c3c1CCCC3)CCCC2,x,15,7,8,11,4,2,12
COC(=O)c1cnc(Nc2cc(C)ccc2OC)c2ccccc12,20,4,-11,5,6,14,2,-8
CCCN1CCN(C(=S)Nc2ccc(SC(F)F)cc2)CC1,-2,4,6,-6,-17,-10,-9,-6
Cc1cc(C(=O)O[C@H]2[C@H](Cc3ccccc3)NS(=O)(=O)[C@H]3C[C@@H]4C=C[C@]23O4)ccc1[N+](=O)[O-],-4,-3,-2,2,0,14,4,-5
CCN(CC)c1ccc2c(Cl)cc(=O)oc2c1,x,-10,-16,-11,-16,19,12,-7
O=C(C[n+]1ccccc1)N/N=C/c1ccccc1[N+](=O)[O-],2,-1,-10,-17,-1,1,-1,-3
COc1cc(CNCCc2ccc(S(N)(=O)=O)cc2)ccc1OCC(=O)N1CCCCC1,-8,-14,-2,8,9,-13,-6,10
CCOc1ccc(N2CC(C(=O)NC3CCSC3=O)CC2=O)cc1 (stereo not given),7,-8,1,3,7,0,12,3
O=C(CC1C(=O)Nc2ccccc2N1CC(=O)N1CCCC1)Nc1ccc(Br)cc1 (stereo not given),-1,-1,4,5,-3,3,-1,-12
CCOC(=O)C1CCN(C(=O)COc2ccc(Cl)cc2C)CC1,27,9,-11,-1,4,4,14,-8
Cc1cc(C)nc(Nc2n[nH]c(COc3ccc4ccccc4c3)n2)n1,12,-17,-6,-12,0,15,12,-3
Cc1ccc(NC(=O)Cn2cccc2)cc1,-2,0,6,1,-6,-14,18,9
COc1ccc(F)cc1C(=O)C1CCCN(Cc2c[nH]c3ccccc23)C1 (stereo not given),4,-18,-1,3,6,12,-2,11
COc1ccc(OC)c(S(=O)(=O)N2CCCC(C(=O)N3CCCCCC3)C2)c1 (stereo not given),9,-2,-3,6,14,-3,2,4
O=C(NCc1ccc2c(c1)OCO2)c1ccc(NS(=O)(=O)c2ccc3c(c2)OCCO3)cc1,0,-5,-12,-8,22,5,-5,-2
Cc1ccccc1CSCc1nc2ccccc2[nH]1,-2,-7,-6,8,10,6,-24,-1
O=C(CN1C(=O)COc2ccccc21)N1CCN(C2CCCCC2)CC1,-1,-3,-3,0,-9,4,-2,-10
N#CCCN(/N=C/c1cccnc1)C1=NS(=O)(=O)c2ccccc21,-10,-1,-3,-3,-1,-12,-1,-3
CN1CCN(c2ccc(NC(=O)CSc3ccccc3)cc2F)CC1,-16,-25,1,3,-5,-7,-159,-155
COC(=O)c1ccc(Nc2cc(C)nc3ccccc23)cc1,1,-1,-12,-4,2,-9,-33,40
CCNC(=O)Nc1cc(S(=O)(=O)Nc2ccc(OC)cc2)ccc1N1CCOCC1,-12,61*,-7,-2,-7,2,-15,24
Cc1nn(-c2ccccc2)c2sc(C(=O)OCn3nnc4ccccc4c3=O)cc12,-6,39,2,10,11,-2,-1,12
CCOc1ccccc1OCCCC(=O)N1CCN(S(=O)(=O)c2ccc(C)cc2C)CC1,10,-1,3,8,11,9,5,13
O=C(NC(=S)Nc1ccc(Br)c(Cl)c1)C1CC1,3,-7,-20,-9,18,13,-13,-6
Cn1c(=O)[nH]c(=O)c2c1nc(N1CCCCCC1)n2CCSc1nc2ccccc2o1,0,6,6,-1,10,5,-24,-6
CN(C)c1ccc(C(=O)Nc2cccc(S(=O)(=O)NC3=NCCCCC3)c2)cc1,-5,2,-5,-3,-4,10,9,-11
CC(=O)Nc1ccc(C(=O)OCc2ccc(F)cc2)cc1,11,-12,-1,7,12,-1,6,-15
CN1CCC(OC(=O)COc2ccc(Br)cc2)CC1,17,8,-6,1,25,-1,6,19
O=C(COC(=O)c1ccc(O)cc1)NCCc1c[nH]c2ccccc12,-19,-8,4,-6,11,-5,-8,-2
COc1ccc(-n2nc(C(=O)NCC(=O)O)c3ccccc3c2=O)cc1,-6,10,-3,-1,1,-7,2,3
COc1ccc(C(=O)c2c(NC(C)=O)sc3c2CCN(C(=O)OC(C)(C)C)C3)cc1,17,10,3,2,-1,1,17,-2
O=C(Cn1cncn1)N/N=C/c1cc([N+](=O)[O-])ccc1O,0,6,-6,-18,13,-15,24,-1
Cc1ccc2c(c1)N(CCC(=O)NC1CCCCC1C)C(=O)CO2 (stereo not given),2,18,-9,-11,-1,-1,8,2
O=S(=O)(NCC(c1cccnc1)N1CCOCC1)c1ccc(Cl)cc1 (stereo not given),-6,-4,-10,-12,-5,1,-10,-2
O=C(Nc1ccc(C(=O)N2CCCC2)cc1)c1ccccc1Br,-5,-19,-12,-2,3,4,-59,-31
CC1CCCN(C(=O)CN2CCC(c3nc4ccc(Cl)cc4[nH]3)CC2)C1 (stereo not given),5,5,-3,-17,5,-4,22,-9
COc1cc(-c2ncc3ccccn23)cc(OC)c1OC,2,-17,-1,18,2,6,30,32
COC(=O)C1=C(C)N=C2SC(C)C(=O)N2C1/C=C/c1ccccc1 (stereo not given),7,3,7,-1,7,12,-27,-23
CCCC1=[N+](CC(=O)c2ccc(Br)cc2)CCn2cccc21,5,15,-4,-3,35,-1,11,-2
COc1cc2cc(C(=O)Nc3ccc4c(c3)OCCO4)[nH]c2cc1OC,-3,35,-5,-11,19,5,-58,12
Cc1ccc(-c2nn(-c3cc(Cl)ccc3[N+](=O)[O-])c(=O)c3ccccc23)cc1C,21,-3,-4,-2,5,3,10,-1
Cc1ccc(S(=O)(=O)Nc2cc(C)c(O)c(Sc3n[nH]c(C)n3)c2)cc1,-9,2,1,6,-32,4,8,15
COc1ccc(CC(=O)N(C)Cc2cccc(F)c2)cc1S(=O)(=O)N1CCOCC1,5,-3,-10,17,-2,22,18,6
COCCN(C(=O)CCC(=O)Nc1ccccn1)C(C(=O)NC1CCCC1)c1ccc(OC)cc1 (stereo not given),4,12,-9,1,30,8,-2,-4
S=c1[nH]c2ccccc2o1,1,-13,6,-5,5,3,8,4
CNC(=O)C(=O)N/N=C/c1cccnc1,-1,5,-2,-2,2,11,4,2
COc1cccc(C(=O)Nc2cccc(C(=O)NC3=NN(c4c(Cl)cc(Cl)cc4Cl)C(=O)C3)c2)c1,-3,-1,-5,-8,2,31,-13,7
CCCn1c(C)cc(C(=O)COC(=O)c2c(C)nn(-c3ccccc3)c2C)c1C,-5,2,-1,4,4,16,-6,-9
CC(C)CNc1nc(Oc2ccc(=O)[nH]n2)nc(N(C)C)n1,4,-7,-2,8,2,-16,25,2
CCOC(=O)C(Cc1ccccc1)NC(=O)CCCC(=O)c1ccccc1 (stereo not given),8,7,3,-1,-14,4,7,-8
Cn1c(COc2ccccc2)nnc1SCC(=O)Nc1ccc(N2CCOCC2)c(Cl)c1,6,-6,-9,14,-2,-6,10,-11
O=C(Cc1ccc(Br)cc1)N1CCN(c2ccccc2)CC1,14,-5,0,12,11,6,2,0
S=C1NC2=C(CCCC2=C2SCCCS2)C(c2ccccc2)N1 (stereo not given),7,12,4,-10,13,16,13,9
O=c1c2cn[nH]c2[nH]c(=S)n1-c1ccccc1F,-5,0,-5,-4,11,-14,25,14
Cc1ccc(S(=O)(=O)c2c[nH]c3ccc(Cl)cc3c2=O)cc1,-7,0,2,14,11,10,2,9
Cc1ccc(OCCCC(=O)Nc2ccc3c(c2)OCCO3)cc1,4,-3,-2,10,8,1,15,7
CC(=O)Nc1ccc(S(=O)(=O)NCCC(=O)Nc2cc(C)ccn2)cc1,-9,-2,1,-5,3,-3,20,9
C=CCn1c(SCc2csc(-c3ccc(C)cc3)n2)nnc1-c1ccccc1OC,-7,28,-2,7,31,11,-4,2
# Next section.
SMILES,EBI2 block,Gli-Sufu antag,SENP8 inh,UBC13 polyUb,CCR6 antag,Apaf-1 inh,697 NFkB inh,Jurkat NFkB inh
Cc1ccc(CNC(=O)COC(=O)CSc2cc(C)c(Br)cc2C)cc1,1,4,-17,9,-4,0,-3,10
CCOC(=O)[C@H]1[C@H]2COc3ccc(Cl)cc3[C@@H]2N2C(=O)[C@@H](CO)NC(=O)[C@@]12C,2,-1,3,-2,5,2,-27,1
O=C(CSc1nnc(COc2ccc(Cl)cc2)o1)NC1CCCCC1,5,-2,-4,0,17,13,9,17
CCN1C(=O)[C@@H]2[C@@H](c3ccc(SC4CCCCC4)c(OC)c3)N3CCC[C@@]3(C(=O)OC)[C@@H]2C1=O,6,-10,-10,-6,12,13,-2,14
CC(=O)c1ccc(C(=O)Nc2nnc(-c3ccc(Cl)cc3)o2)cc1,-2,-1,6,-28,20,7,15,-6
O=C(O/N=C/c1cccc([N+](=O)[O-])c1)C1CC1,-1,-9,-1,1,9,3,10,-8
CC1(C)Oc2ccc(C(=O)N3CCOCC3)cc2N(CC(=O)Nc2ccccc2)C1=O,2,3,-3,-14,-10,6,-24,-18
CCOC(=O)c1cc(S(=O)(=O)NC2CCN(C(=O)OCC)CC2)cn1C,-2,14,1,0,-18,2,11,0
CCc1nc2ccccc2c(C(=O)O)c1C,-15,1,1,10,8,-3,19,-5
COCCCNC(=O)c1cn(-c2cccc(OC)c2)c(=O)c2ccccc12,-2,-11,-10,-1,2,12,-9,-9
CN(C(=O)c1ccc(NC(=O)Cc2ccc(NC(=O)C3CCN(C(=O)C4CCC4)CC3)cc2)cc1)C1CC1,-5,10,-2,3,8,9,17,-10
O=C(CSc1cccc[n+]1[O-])c1cccs1,9,5,3,16,-3,-13,2,-10
CNc1ccc(C(=O)OCC(=O)NC(=O)NC2CCCC2)cc1[N+](=O)[O-],5,3,-16,-21,16,18,12,-3
CCCCC(=O)Nc1cccc(NC(=O)c2cccc([N+](=O)[O-])c2)c1,-1,-1,-2,5,-9,-10,18,11
Cc1ccc(NC(=S)N(CCN2CCCCC2)Cc2ccco2)cc1C,-4,19,2,4,12,-7,18,7
O=C(Nc1cc(S(=O)(=O)Nc2ccc(Cl)cc2)ccc1O)c1ccc(F)cc1F,-15,-3,-5,14,9,3,8,7
Cc1sc2ncn(CC(=O)N3CCCCC3)c(=O)c2c1S(=O)(=O)N1CCC(C)CC1,12,2,-4,4,-7,8,-5,-7
CCCCN(Cc1ccccc1)C(=O)C1CCN(Cc2sccc2C)CC1,15,17,-9,1,24,17,-4,6
CN(C)S(=O)(=O)N(CC(=O)N(Cc1ccccc1)Cc1ccccc1)c1ccccc1,15,6,-1,4,16,10,6,7
Cc1nc(SC(C(N)=O)c2ccccc2)c(C#N)c(C)c1C (stereo not given),3,-2,-1,3,-2,-8,-17,-30

# As a short view, some entries already given:
SMILES,EBI2 block,Gli-Sufu antag,SENP8 inh,UBC13 polyUb,CCR6 antag,Apaf-1 inh,697 NFkB inh,Jurkat NFkB inh
O=C(Nc1cc(S(=O)(=O)Nc2ccc(Cl)cc2)ccc1O)c1ccc(F)cc1F,-15,-3,-5,14,9,3,8,7
Cc1sc2ncn(CC(=O)N3CCCCC3)c(=O)c2c1S(=O)(=O)N1CCC(C)CC1,12,2,-4,4,-7,8,-5,-7
CCCCN(Cc1ccccc1)C(=O)C1CCN(Cc2sccc2C)CC1,15,17,-9,1,24,17,-4,6
CN(C)S(=O)(=O)N(CC(=O)N(Cc1ccccc1)Cc1ccccc1)c1ccccc1,15,6,-1,4,16,10,6,7
Cc1nc(SC(C(N)=O)c2ccccc2)c(C#N)c(C)c1C (stereo not given),3,-2,-1,3,-2,-8,-17,-30
